Compound activity (PubChem BioAssay)
thrombin 1536: inhibitors of human thrombin; P00734; alpha-thrombin, Boc-VPR-AMC fluorogenic substrate cleavage; inhibition, % at 5 µM; 0.26% of 220,000 active; AID 1046;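 active = inhibition at or above 40%; inactive = inhibition below 40%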;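 note: 0% = enzyme with no compound and 100% = wells without enzyme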
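System: Human alpha-thrombin protein | Medium: pH 7.5 Tris (50 mM) with NaCl 150 mM, Tween 20 0.05% | Times: Enzyme reaction carried out at room temperature | Detection: AMC fluorescence, 355/460 nm | Evaluation: Percent inhibition scaled between no-compound controls and no-enzyme blanks | Benchmarks: Enzyme without compound as high, wells lacking enzyme as low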
FXIa inh: factor XIa (human) inhibition; P03951; purified FXIa, Boc-Glu-Ala-Arg-AMC fluorogenic substrate; inhibition, % at 5 µM; 0.14% of 220,000 active;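 active = inhibition of at least 40%; inactive = inhibition below 40%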;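 note: fluorescence of freed AMC excited at 355 nm; 0% = enzyme without compound and 100% = no enzyme blank; many of its hits are not listed in these tables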
Runt-CBFb FRET: Runt domain-CBFb interaction inhibition | Q01196+Q13951 | Cerulean-Runt/Venus-CBFb FRET ratio 530/480, 1 h | inhibition, % at 20 µM | 0.46% of 220,000 active;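 active = inhibition over about 50% at 20 µM in the single-dose screen, limit read from the data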;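 note: 0% = DMSO wells and 100% = excess unlabeled CBFb competitor control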
Target sequence (Q01196 whole entry, looked up, the tested form may be a part): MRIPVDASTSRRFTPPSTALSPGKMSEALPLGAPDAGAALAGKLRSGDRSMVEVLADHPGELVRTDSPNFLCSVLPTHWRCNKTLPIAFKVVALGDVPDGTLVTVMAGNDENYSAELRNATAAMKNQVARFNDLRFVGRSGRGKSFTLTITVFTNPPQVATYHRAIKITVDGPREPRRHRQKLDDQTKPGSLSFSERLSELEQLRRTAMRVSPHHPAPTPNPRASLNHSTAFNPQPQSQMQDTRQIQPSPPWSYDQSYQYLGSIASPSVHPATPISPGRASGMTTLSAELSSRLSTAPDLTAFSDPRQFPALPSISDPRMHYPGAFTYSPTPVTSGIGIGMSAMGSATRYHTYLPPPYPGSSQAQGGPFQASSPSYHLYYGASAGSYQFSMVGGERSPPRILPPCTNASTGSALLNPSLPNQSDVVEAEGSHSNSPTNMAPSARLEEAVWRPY
Target sequence (Q13951 whole entry, looked up, the tested form may be a part): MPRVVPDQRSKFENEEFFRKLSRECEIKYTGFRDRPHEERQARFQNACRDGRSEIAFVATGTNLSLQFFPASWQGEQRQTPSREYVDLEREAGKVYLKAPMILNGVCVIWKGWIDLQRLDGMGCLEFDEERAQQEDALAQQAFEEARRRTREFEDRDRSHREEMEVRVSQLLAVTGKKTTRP
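Measured by: fluorescence energy transfer, 422 nm excitation, 530/480 nm emission; test system: Cerulean-tagged RUNX1 Runt domain (FRET donor) fusion protein; buffer or medium: Tris pH 7.5 buffer with BSA; compound: one dose, 20 µM compound, 1% DMSO; times: two 1 h room-temperature incubations shielded from light; benchmarks: unlabeled CBFb 5 µM, positive control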
KLK5 inh: inhibitors of human kallikrein 5 | Q9Y337 | recombinant hK5, fluorogenic AMC substrate cleavage | inhibition, % at 5 µM | 0.59% of 210,000 active | AID 873;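 active = inhibition of 40% or more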;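 note: 0% = enzyme controls without compound and 100% = no-enzyme blanks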
Hck-Nef inh: inhibitors of human Hck kinase activated by Nef; Recombinant Hck-YEEI plus Nef, Z-Lyte FRET kinase assay; inhibition, % at 20 µM; 0.68% of 220,000 active; AID 463187;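 active = Hck-Nef kinase inhibition above about 50%, limit read from the data; inactive = inhibition below that limit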;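 note: 0% = DMSO with Hck plus Nef and 100% = Hck alone without Nef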
FXIIa inh: inhibitors of human coagulation factor XIIa. 0.3% of 220,000 active. purified FXIIa, Boc-QGR-AMC fluorogenic substrate, 2 h. P00748. inhibition, % at 5 µM; in the data active = inhibition above about 40%;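 note: 0% = enzyme with no compound and 100% = blank without enzyme; many of its hits are not listed in these tables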
Runt-SMMHC FRET: Runt domain-CBFb-SMMHC interaction inhibition; 0.74% of 220,000 active; inhibition, % at 20 µM; Cerulean-Runt/Venus-CBFb-SMMHC FRET ratio 530/480, 1 h; Q01196+Q13951;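 active = mean inhibition across duplicate retests at 20 µM reaching about 50%, limit read from the data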;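 note: 0% = DMSO wells and 100% = wells with excess untagged CBFb-SMMHC; inhibitors lower the FRET ratio by blocking Runt binding to CBFb-SMMHC; some results filed as inactive read as strong as hits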
14-3-3 Bad inh: disrupts binding of bovine 14-3-3 zeta to phospho-Bad peptide | P63103 | TR-FRET 14-3-3zeta/Dy647-pBad peptide displacement, 1 h | inhibition, % at 21.7 µM | 0.71% of 220,000 active | AID 781;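 active = inhibition above about 70%, limit read from the data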;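 note: 0% = full 14-3-3 plus peptide FRET controls and 100% = background without 14-3-3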
Target sequence (P63103 whole entry, looked up): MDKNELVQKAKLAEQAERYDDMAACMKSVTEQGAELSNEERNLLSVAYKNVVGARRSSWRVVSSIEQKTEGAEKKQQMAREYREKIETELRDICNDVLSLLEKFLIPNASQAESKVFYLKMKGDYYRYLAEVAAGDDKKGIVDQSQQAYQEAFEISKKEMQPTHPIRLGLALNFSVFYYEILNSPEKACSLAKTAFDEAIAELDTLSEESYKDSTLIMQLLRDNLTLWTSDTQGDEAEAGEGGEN
Wee1 stabilizer: blocks degradation of human Wee1 kinase; P30291; HeLa Luc-Wee1K328M stability, luciferase luminescence; 100% = proteasome inhibitor MG132 effect; reporter increase, % at 5 µM; 1.2% of 220,000 active; AID 1321;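 active = activation above the mean of all tested compounds plus 3 SD, set per screening run, cut at about 8.8% in these data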;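 note: cells exposed to compound for 20 h before luminescence read; 0% = DMSO alone and 100% = MG132 at 30 µM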
Numbers without * were called inactive; nt = no result given; [ ] = another dose, or the depositor's remark.

SMILES	thrombin 1536	FXIa inh	Runt-CBFb FRET	KLK5 inh	Hck-Nef inh	FXIIa inh	Runt-SMMHC FRET	14-3-3 Bad inh	Wee1 stabilizer
N#CCC(=O)Nc1cc(C(F)(F)F)ccc1N1CCOCC1	-2	-3	-2	-2	5	5	-2	-8	-2
Cc1ccc(-n2sc3ccccc3c2=O)cc1	-20	-4	-32	-10	-4	2	52*	41[fluorescence artefact?]	2
Cc1ccc(Nc2ccc(C(F)(F)F)cc2[N+](=O)[O-])cc1	0	20	-5	-6	2	26	-4	-4	8
COc1cccc(OCCCCSc2ncccn2)c1	-6	2	4	-1	0	4	-5	-3	3
Cc1c(S(=O)(=O)N2CCN(c3ccccc3)CC2)c(=O)n(C)c(=O)n1C	0	-1	3	1	17	8	0	3	2
CC(C)(C)OC(=O)N1CCC[C@H]1c1nnc(SCC(=O)Nc2ccc(Br)cc2)o1	-1	-6	-3	-7	-1	-2	3	-5	-3
Cc1nc2ccc(NS(=O)(=O)c3ccc(F)cc3)cc2s1	nt	0	-1	-5	25	5	-2	-7	4
O=C(CCSc1nnc2ccccn12)Nc1ccc(F)cc1	0	0	0	-4	1	15	3	-12	-1
Cc1cc(C(=O)COC(=O)c2ccc3c(c2)NC(=O)CS3)c(C)n1CCc1ccc(Cl)cc1	-8	1	5	1	31	12	-6	-7	-3
O=C(c1ccc(F)cc1)C1CCN(S(=O)(=O)c2ccccc2)CC1	-10	-4	0	-2	25	2	-3	-4	-3
Oc1ccc(Nc2nc(NCC3CCCO3)c3ccccc3n2)cc1 (stereo not drawn)	2	-2	3	-19	-2	9	0	13	1
O=C(Nc1ccc2c(c1)OCCO2)C1CCN(C(=O)c2ccc(Cl)cc2)CC1	-7	6	-2	-9	3	4	6	13	-1
Cn1c(=O)n(C)c2cc(NS(=O)(=O)c3ccc(F)cc3)ccc21	2	3	-4	-9	-1	6	-15	-11	13*
COC(=O)c1ccc(COc2ccc(/C=N/O)cc2OC)o1	10	1	1	3	17	9	-2	-20	8
COc1cc(/C=N/NC(=O)c2nc3ccccn3c2C)cc(OC)c1O	-7	3	10	-1	23	13	11	-13	3
COc1ccc(CCNC(=O)c2ccc3c(=O)n(Cc4ccco4)c(=S)[nH]c3c2)cc1OC	4	1	7	-34	3	8	-12	1	0
COc1ccc(N2CCN(c3oc(COc4ccc(Cl)cc4)nc3C#N)CC2)cc1	5	5	0	0	1	21	2	-4	1
O=C(Nc1ccccc1)c1cccc(-c2nnc(-c3ccccc3)o2)c1	-1	-3	1	-4	24	4	-2	40[fluorescence artefact?]	-2
CN(C)S(=O)(=O)Nc1ccccc1F	-7	-4	2	0	14	1	-6	2	-4
Cc1ccc(C(=O)NC(O)C(Cl)Cl)cc1 (stereo not drawn)	-5	-6	-3	-16	-8	1	1	0	3
O=C1c2ccccc2C(=O)C1c1ccncc1	18	1	-1	-23	5	5	0	1	-2
CCC1(CC)NC(=S)N(Nc2ccccc2)C1=O	4	7	0	-18	2	21	1	-7	1
Cc1cc(Cl)ccc1NC(=S)NCc1ccccc1	-3	-7	0	2	3	-5	-2	-5	-2
C=CCN(C(=O)Cn1ncc2c1-c1cc(C)ccc1OC2)c1ccccc1	-2	6	-1	-11	20	17	2	2	-1
O=C(NC1CCSC1=O)c1cccc(Cl)c1 (stereo not drawn)	-2	-9	1	-26	-12	-9	-5	-3	-1
Additional results:
SMILES	thrombin 1536	FXIa inh	Runt-CBFb FRET	KLK5 inh	Hck-Nef inh	FXIIa inh	Runt-SMMHC FRET	14-3-3 Bad inh	Wee1 stabilizer
CCCn1c(=O)[nH]c(=O)c2c1nc(-c1ccc3c(c1)OCCO3)n2CCN1CCOCC1	-6	-9	-3	-5	1	0	4	72*	0
CC(C)(C)NC(=O)NC(=O)COC(=O)CNS(=O)(=O)c1ccc(Br)cc1Cl	11	9	-1	1	21	10	10	-1	3
Fc1ccccc1COc1ccccc1/C=N/Nc1nc(N2CCCC2)nc(N2CCCC2)n1	-3	0	-2	-5	2	5	-5	-3	-3
COc1ccc(N(C(=O)c2ccccc2OC)C2C=CS(=O)(=O)C2)c(OC)c1 (stereo not drawn)	-6	4	0	-24	-1	6	-4	5[fluorescence artefact?]	3
CCn1nnnc1SCC(=O)c1cccc(OC)c1	-2	0	2	2	0	10	4	-3	-1
Cc1cc(C(=O)N2CCc3ccccc32)c2ccccc2n1	8	3	-3	5	2	16	-2	-4	0
Cc1ccc(/C=N/NC(=O)c2ccc3c(c2)OCCO3)s1	7	-3	0	4	4	14	0	-3	12*
CCCCCCC1C(C#N)=C(N)OC2=C1C(=O)CC(C)(C)C2 (stereo not drawn)	-6	1	-5	-10	7	8	4	2	-4
CCOC(=O)Cc1csc(NC(=O)CSc2nnnn2-c2ccc(C)c(C)c2)n1	2	8	-4	-2	-8	16	-1	6[fluorescence artefact?]	-2
CC12CN3CCN(CC(C3)/C1=N\N=C1/C3CN4CCN(C3)CC1(C)C4)C2	-7	3	-2	-25	1	8	4	-28[fluorescence artefact?]	4
O=C(NCc1ccco1)C1CCCN(S(=O)(=O)c2cnc[nH]2)C1 (stereo not drawn)	6	0	2	-3	1	6	0	-5	-2
Cc1ccccc1Nc1nc(N)nc(COC(=O)CCS(=O)(=O)c2ccccc2)n1	-8	1	-3	2	-4	5	1	-4	-1
N#CNC(=Nc1cccc(F)c1)SCc1ccccc1F	0	10	1	-16	0	10	1	-2	2
CCCC(=O)OCCNc1cc(SCc2ccco2)c2nonc2c1[N+](=O)[O-]	-4	-6	22	6	2	6	5	-9[fluorescence artefact?]	-1
O=S(=O)(Cc1ccc(Cl)cc1)N1CCN(Cc2ccccc2)CC1	1	-3	1	-2	1	9	3	2	1
CCOc1ccc2sc(NS(=O)(=O)c3ccc(N)cc3)nc2c1	6	-1	1	-1	16	5	-1	-13	-2
CCc1ccc(-n2c(C)n[nH]c2=S)cc1	-8	-7	-3	0	16	6	8	-7	-1
CCC1(C)C2(C#N)C(N)=NC(OC)(OC)C12C#N (stereo not drawn)	4	3	0	-6	-22	13	3	-5	-1
Cc1ccc2[nH]c(=O)c(CN(CCCN3CCOCC3)C(=O)Nc3ccc(Cl)cc3)cc2c1	5	-1	-5	-2	5	5	-2	-1	-1
O=C(Nc1ccc2nn(-c3ccccc3)nc2c1)c1ccc(Br)o1	2	4	2	-7	-2	14	-6	49	0
CCOC(=O)CNc1ccc(OC(F)(F)F)cc1	-5	1	0	1	14	4	-2	-7	-3
Cn1c(C(=O)OC(C(=O)NC2CCCC2)c2ccncc2)cc2sccc21 (stereo not drawn)	2	5	0	8	0	14	0	5	-2
Cc1ccc(C#CC[N+](C)(C)CC#Cc2ccccc2)cc1	1	-4	1	12	23	6	-7	-12	1
COc1ccccc1-n1nc(C(=O)Nc2ccc3c(c2)OCO3)c2ccccc2c1=O	-7	-15	1	7	7	-5	2	-4	-4
CCS(=O)(=O)N1Cc2ccccc2CC1C(=O)Nc1nc2ccccc2[nH]1 (stereo not drawn)	-8	1	-1	-1	4	0	3	0	2
(list continues)
SMILES	thrombin 1536	FXIa inh	Runt-CBFb FRET	KLK5 inh	Hck-Nef inh	FXIIa inh	Runt-SMMHC FRET	14-3-3 Bad inh	Wee1 stabilizer
CC(C)CCN1CCN(Cc2cccn2-c2nccs2)CC1CCO (stereo not drawn)	-17	-2	1	1	21	8	-7	-5	2
Cc1cccc(Sc2c([N+](=O)[O-])ncn2C)n1	0	2	0	0	1	11	0	-7	-2
Cc1ccc(SCc2ccc(C(=O)Nc3ccccc3Br)cc2)cc1	-2	22	-2	-4	2	19	-2	8	-4
CN(C)Cc1nc2ccccc2c(=O)n1Cc1nc(C(C)(C)C)cs1	5	20	-2	-7	-1	28	1	51	0
O=C(ONC1=NCCCCC1)c1cccc([N+](=O)[O-])c1	-12	-5	-1	-5	23	-5	3	7	-4
Cc1ccc(S(=O)(=O)Nc2ccccc2CNc2ncc(Br)cc2Br)cc1	1	-3	2	-4	2	8	1	2	-3
O=C(CSc1ccsc1[N+](=O)[O-])NCCc1ccc(Cl)cc1	-3	-3	-2	-2	2	5	1	-8	5
O=C(Nc1ccccc1N1CCCCC1)c1cccs1	0	-9	-1	-17	3	11	0	-9	2
Cc1ccc(C)c(NC(=O)c2cc(=O)c3ccccc3o2)c1	2	5	-3	-7	36	9	-1	3[fluorescence artefact?]	-1

Quoted at random: two records from the list
SMILES	thrombin 1536	FXIa inh	Runt-CBFb FRET	KLK5 inh	Hck-Nef inh	FXIIa inh	Runt-SMMHC FRET	14-3-3 Bad inh	Wee1 stabilizer
O=C(CSc1ccsc1[N+](=O)[O-])NCCc1ccc(Cl)cc1	-3	-3	-2	-2	2	5	1	-8	5
CC12CN3CCN(CC(C3)/C1=N\N=C1/C3CN4CCN(C3)CC1(C)C4)C2	-7	3	-2	-25	1	8	4	-28[fluorescence artefact?]	4

Ordered by heavy-atom count (largest number first): some entries from above
SMILES	thrombin 1536	FXIa inh	Runt-CBFb FRET	KLK5 inh	Hck-Nef inh	FXIIa inh	Runt-SMMHC FRET	14-3-3 Bad inh	Wee1 stabilizer
COc1ccccc1-n1nc(C(=O)Nc2ccc3c(c2)OCO3)c2ccccc2c1=O	-7	-15	1	7	7	-5	2	-4	-4
Cc1ccccc1Nc1nc(N)nc(COC(=O)CCS(=O)(=O)c2ccccc2)n1	-8	1	-3	2	-4	5	1	-4	-1
CC(C)(C)NC(=O)NC(=O)COC(=O)CNS(=O)(=O)c1ccc(Br)cc1Cl	11	9	-1	1	21	10	10	-1	3
COc1cc(/C=N/NC(=O)c2nc3ccccn3c2C)cc(OC)c1O	-7	3	10	-1	23	13	11	-13	3
CN(C)Cc1nc2ccccc2c(=O)n1Cc1nc(C(C)(C)C)cs1	5	20	-2	-7	-1	28	1	51	0
O=S(=O)(Cc1ccc(Cl)cc1)N1CCN(Cc2ccccc2)CC1	1	-3	1	-2	1	9	3	2	1
O=C(NCc1ccco1)C1CCCN(S(=O)(=O)c2cnc[nH]2)C1 (stereo not drawn)	6	0	2	-3	1	6	0	-5	-2
Cc1cc(C(=O)N2CCc3ccccc32)c2ccccc2n1	8	3	-3	5	2	16	-2	-4	0
Cc1nc2ccc(NS(=O)(=O)c3ccc(F)cc3)cc2s1	nt	0	-1	-5	25	5	-2	-7	4
Cc1cc(Cl)ccc1NC(=S)NCc1ccccc1	-3	-7	0	2	3	-5	-2	-5	-2
Cc1ccc(-n2sc3ccccc3c2=O)cc1	-20	-4	-32	-10	-4	2	52*	41[fluorescence artefact?]	2
O=C(NC1CCSC1=O)c1cccc(Cl)c1 (stereo not drawn)	-2	-9	1	-26	-12	-9	-5	-3	-1
CCc1ccc(-n2c(C)n[nH]c2=S)cc1	-8	-7	-3	0	16	6	8	-7	-1
